APJ agonist: activates the human apelin receptor APJ. CHO-K1 APJ PathHunter beta-arrestin, luminescence; 0% DMSO wells, 100% apelin. 330,000 compounds, 0.11% hits. P35414. activation, % at 20 µM;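 active = activation more than six SD over the plate average, tested at 20 µM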;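 note: 0% = DMSO alone and 100% = apelin-13 at 10 nM; some results filed as inactive read as strong as hits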
Target sequence (P35414 whole entry, looked up): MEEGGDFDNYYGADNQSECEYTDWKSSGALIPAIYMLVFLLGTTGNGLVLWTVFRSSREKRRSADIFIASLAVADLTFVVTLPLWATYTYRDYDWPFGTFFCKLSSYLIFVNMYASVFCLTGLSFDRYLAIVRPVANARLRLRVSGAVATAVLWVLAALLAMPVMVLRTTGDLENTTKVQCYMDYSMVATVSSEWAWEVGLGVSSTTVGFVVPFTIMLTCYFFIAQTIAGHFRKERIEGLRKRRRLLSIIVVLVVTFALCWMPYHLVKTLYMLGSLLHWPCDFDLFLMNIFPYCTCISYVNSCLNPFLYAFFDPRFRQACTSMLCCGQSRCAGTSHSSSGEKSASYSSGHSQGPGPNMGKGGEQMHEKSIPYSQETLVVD
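Test system: CHO-K1 APJ beta-arrestin complementation cell line | Compound: Single test compound dose, 20 µM final, 1% DMSO | Incubation: Compound 90 min 25 °C, reagent 1 h | Measured by: beta-gal luminescence | Read-out basis: APJ–arrestin association signal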
TIM10 inh: inhibits growth of TIM10 yeast strain | S. cerevisiae TIM10 strain growth, BacTiter-Glo luminescence, 24 h | inhibition, % at 10 µM | 330,000 compounds, 1.4% hits | AID 463195;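 active = inhibition of 40% or more at the single tested concentration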;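 note: wild-type TIM10 isogenic control strain grown at permissive 25 °C; 0% = DMSO yeast wells and 100% = minimal medium wells without yeast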
CXCR6 block: CXCR6 (human) receptor inhibition; O00574; CHO-K1 PathHunter CXCR6 beta-arrestin, luminescence; inhibition, % at 20 µM; 360,000 compounds, 0.36% hits; in the data active = inhibition above about 34%, passing the limit was not always enough;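 note: antagonist mode with CXCL16 agonist at 10 nM final; 0% = 10 nM CXCL16 with DMSO and 100% = unstimulated wells without agonist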
Target sequence (O00574 whole entry, looked up): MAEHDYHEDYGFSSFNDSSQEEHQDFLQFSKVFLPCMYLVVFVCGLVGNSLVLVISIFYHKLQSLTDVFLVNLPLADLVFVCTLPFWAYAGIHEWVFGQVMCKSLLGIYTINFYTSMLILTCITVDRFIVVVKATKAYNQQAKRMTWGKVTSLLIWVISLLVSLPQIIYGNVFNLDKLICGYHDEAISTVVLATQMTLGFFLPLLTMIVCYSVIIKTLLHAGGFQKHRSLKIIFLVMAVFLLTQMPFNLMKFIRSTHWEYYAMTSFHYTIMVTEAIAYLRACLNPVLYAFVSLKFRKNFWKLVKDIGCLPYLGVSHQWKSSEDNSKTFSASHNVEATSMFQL
tim10-1 inh: tim10-1 yeast growth inhibition. S. cerevisiae tim10-1 ts strain growth, BacTiter-Glo, 24 h. inhibition, % at 20 µM. 330,000 compounds, 2.2% hits. AID 463190;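 active = inhibition of at least 40%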;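 note: mutant grown at 25 °C; 0% = DMSO wells with yeast and 100% = wells holding no yeast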
tim23-1 inh: tim23-1 yeast growth inhibition. 330,000 compounds, 1.3% hits. AID 463212. S. cerevisiae tim23-1 growth, BacTiter-Glo luminescence, 24 h. inhibition, % at 20 µM;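 active = growth inhibition of the mutant yeast at or above 50%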;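 note: temperature-sensitive mutant grown at 25 °C; plate controls were DMSO-treated mutant yeast for no effect and medium wells lacking yeast for full effect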
XBP1 UPR activ: activators of adaptive arm of unfolded protein response (XBP1). CHO-XBP1 luciferase reporter, IRE1-XBP1 UPR activation, luminescence; percent of tunicamycin response, DMSO as zero. 330,000 compounds, 0.33% hits. activation, % at 20 µM;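 active = versus positive control, 20 µM dose yields 30% or more activation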;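 note: 100% = tunicamycin at 10 µg/mL and 0% = DMSO only wells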
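Test system: CHO-XBP1 luciferase reporter cells | Buffer or medium: Serum-containing F12 medium, 10% FBS | Schedule: 6 h compound exposure at 37 °C, 5% CO2 | Detection: Steady-Glo luciferase glow luminescence, 10 min after reagent addition | Read-out basis: Activation, % of tunicamycin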
APJ antag: antagonists of human APJ apelin receptor. 330,000 compounds, 0.32% hits. P35414. CHO-K1 APJ beta-arrestin complementation, luminescence. inhibition, % at 20 µM. AID 2521;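 active = inhibition above about 40% at 20 µM, limit read from the data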;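 note: cells challenged with 10 nM apelin-13 agonist together with compound; plate controls were apelin-13 plus DMSO wells for no effect and DMSO wells lacking apelin-13 for full effect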
Mdm2-MdmX inh: human Mdm2/MdmX binding inhibition. SaOS-2 split-luciferase Mdm2/MdmX complementation, luminescence. O15151+Q00987. 330,000 compounds, 3% hits. inhibition, % at 8 µM. AID 485346;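 active = inhibition of at least 50% at 8 µM in the primary screen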
CHOP UPR activ: apoptotic UPR (CHOP) activation; CHO-CHOP luciferase reporter, luminescence; percent of tunicamycin response over DMSO baseline; activation, % at 10 µM; 330,000 compounds, 0.34% hits; AID 449763;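 active = at 10 µM dose, activation of 40% or more, normalized to positive control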;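 note: 100% = tunicamycin at 10 µg/mL and 0% = DMSO alone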
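Test system: CHO-CHOP cells, stable luciferase reporter of PERK-eIF2a-CHOP signalling | Quantity: 500 CHO-CHOP cells per well | Buffer or medium: F12 plus 10% serum | Compound dosing: 10 µM single point, 0.5% DMSO | Schedule: 6 h compound treatment, 37 °C | Signal: Luciferase luminescence | Control set: Tunicamycin high control, DMSO low control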
The depositor's hits bear a star; & = joins results of further samples. These rows are one share of the data, so the mix of outcomes need not match the whole.

| compound | CXCR6 block | TIM10 inh | tim23-1 inh | CHOP UPR activ | APJ agonist | XBP1 UPR activ | tim10-1 inh | Mdm2-MdmX inh | APJ antag |
| --- | --- | --- | --- | --- | --- | --- | --- | --- | --- |
| CC1(C)CC2(CCO1)OC(=O)CC2C(=O)Nc1ccc(Cl)cc1[N+](=O)[O-] (configuration not stated) | -5 | -8 | -3 | 2.9 | 3 | -3 | 5 | 12 | -20 |
| CCc1cc(=O)oc2c(CNCc3ccccc3F)c(O)c(Cl)cc12 | 3 | -3 | 3 | -2.0 | -1 | 1 | 17 | 2 | -11 |
| COC(=O)c1c(C)[nH]c(C(=O)OCC(=O)NC(C)(C)C)c1C | -15 | 0 | 4 | 1.3 | -3 | -1 | -3 | 8 | 9 |
| O=C(O)c1ccc(-c2cccc(Cl)c2)o1 | -5 | -2 | 4 | -1.6 | -4 | 0 | 15 | 0 | 6 |
| COc1ccc(OC)c(CNC(=O)C2CCCN(c3ncnc4c3nc3n4CCCCC3)C2)c1 (configuration not stated) | -1 | 4 | 19 | -1.4 | -2 | -2 | 24 | 23 | 6 |
| Cc1ccc(N2CN=c3s/c(=C\c4ccccn4)c(=O)n3C2)cc1 | 13 | -3 | -2 | 2.4 | 2 | 2 | 18 | -16 | -13 |
| Cc1n[nH]c(C)c1S(=O)(=O)N1CCc2ccccc2C1 | -2 | 2 | -22 | 0.1 | -2 | -3 | -10 | 11 | 1 |
| CCOc1ccc(N(CC(=O)N2CCC(Cc3ccccc3)CC2)S(C)(=O)=O)cc1 | 5 | 26 | 31 | 0.1 | -2 | -3 | 38 | -9 | 6 |
| O=C(C[n+]1cc(-c2ccc(Cl)c(Cl)c2)n2c1CCC2)OCc1ccccc1 | -4 | -8 | 5 | -2.5 | -3 | 0 | 7 | 18 | 0 |
| O=C(CN1CCOCC1)Nc1ccccc1Cl | -2 | 0 | 9 | 2.6 | -5 | -1 | -17 | 24 | 20 |

Grouped by structure, the entries above with a Cl atom.
| compound | CXCR6 block | TIM10 inh | tim23-1 inh | CHOP UPR activ | APJ agonist | XBP1 UPR activ | tim10-1 inh | Mdm2-MdmX inh | APJ antag |
| --- | --- | --- | --- | --- | --- | --- | --- | --- | --- |
| CC1(C)CC2(CCO1)OC(=O)CC2C(=O)Nc1ccc(Cl)cc1[N+](=O)[O-] (configuration not stated) | -5 | -8 | -3 | 2.9 | 3 | -3 | 5 | 12 | -20 |
| CCc1cc(=O)oc2c(CNCc3ccccc3F)c(O)c(Cl)cc12 | 3 | -3 | 3 | -2.0 | -1 | 1 | 17 | 2 | -11 |
| O=C(O)c1ccc(-c2cccc(Cl)c2)o1 | -5 | -2 | 4 | -1.6 | -4 | 0 | 15 | 0 | 6 |
| O=C(C[n+]1cc(-c2ccc(Cl)c(Cl)c2)n2c1CCC2)OCc1ccccc1 | -4 | -8 | 5 | -2.5 | -3 | 0 | 7 | 18 | 0 |
| O=C(CN1CCOCC1)Nc1ccccc1Cl | -2 | 0 | 9 | 2.6 | -5 | -1 | -17 | 24 | 20 |

Going on with the list.
| compound | CXCR6 block | TIM10 inh | tim23-1 inh | CHOP UPR activ | APJ agonist | XBP1 UPR activ | tim10-1 inh | Mdm2-MdmX inh | APJ antag |
| --- | --- | --- | --- | --- | --- | --- | --- | --- | --- |
| CCN(c1ccccc1)S(=O)(=O)c1ccc(C(=O)Nc2nccs2)cc1 | 5 | 9 | 3 | 3.3 | -5 | 0 | 6 | -12 | -3 |
| CC(=O)Nc1ccc(S(=O)(=O)N2CCN(S(=O)(=O)c3ccc(F)c(F)c3F)CC2)cc1 | -3 | 7 | -11 | 1.3 | 3 | -1 | -25 | -13 | -1 |
| c1cnc2ccc(C(c3nnnn3C3CCCCC3)N3CCN4CCCC4C3)cc2c1 (configuration not stated) | 6 | -7 | 15 | -0.6 | 1 | 0 | 19 | 30 | -2 |
| COc1cc(C(=O)OCC(=O)N(C)C)cc(NC(=O)c2ccco2)c1OC | 3 | 16 | -1 | -2.3 | 0 | 3 | 10 | -7 | 16 |
| COc1ccc(Nc2nc(C(=O)N3CCc4cc(OC)c(OC)cc4C3)cs2)cc1 | 13 | 19 | 27 | 1.4 | 0 | 4 | -12 | 29 | -9 |
| O=C(NCCc1ccccc1)C1CCCN(c2nc3ccccc3s2)C1 (configuration not stated) | 0 | 13 | 28 | -0.3 | -2 | -5 | 10 | 18 | 6 |
| O=C(CCCCCN1C(=O)c2ccccc2C1=O)Nc1ccc(F)cc1 | -2 | 5 | 9 | -1.2 | 0 | -5 | -12 | 19 | 6 |
| O=C(O)c1ccc(NS(=O)(=O)c2ccc3c(c2)OCCCO3)cc1 | -2 | -8 | 9 | -2.8 | -3 | -2 | -7 | 25 | 2 |
| CCn1c(/C=C/c2c(C)[nH]c3ccccc23)nc2ccccc2c1=O | 6 | 11 | 3 | 32 | -1 | 216* | 25 | 44 | 13 |
| CCc1cc(C(N)=S)ccn1 | 5&1 | 9&1 | -12&-3 | -1.3&-2.4 | -4&-6 | -1&-5 | -12&6 | 13&-1 | 0&3 |
| Cc1ccc(C)c(N2CCN(C(=O)c3ccc(N4CCOCC4)c([N+](=O)[O-])c3)CC2)c1 | 2 | 1 | 27 | 0.4 | -1 | 3 | -4 | 19 | -18 |
| CN(CC(=O)Nc1ccccc1Br)C(=O)c1ccccc1Cc1ccccc1 | 10 | 0 | 31 | 0.2 | -3 | -3 | 9 | 3 | 9 |
| O=C(CN1CCN(S(=O)(=O)c2ccc(Cl)c(Cl)c2)CC1)N1CCCC1 | 4 | 8 | 5 | 0.7 | -3 | 0 | -2 | -8 | -4 |
| O=C(CCNS(=O)(=O)c1ccc(Br)cc1)N1CCN(c2ccccc2O)CC1 | -9 | -12 | -1 | 1.1 | 4 | -5 | -1 | 14 | -1 |
| COc1ccc(C(=O)n2nc(-c3ccc(OC)cc3)nc2N)cc1 | 0 | 13 | -6 | -1.3 | -1 | 1 | 28 | -13 | -1 |
| CCC(=O)Nc1nc(C)c(C(=O)N2CCCCC2)s1 | -9 | -3 | 11 | -0.8 | 5 | -6 | 1 | -17 | -11 |
| COC(=O)c1cc(C(C)=O)c(C)[nH]c1=O | 3 | 8 | -16 | 1.9 | -3 | -2 | 2 | 9 | 5 |
| COCCOC1CCN(C(=O)c2cc(COc3ccc(-n4cncn4)cc3)on2)CC1 | 5 | -4 | 12 | 4.7 | 9 | -5 | 2 | 13 | -10 |
| CC(C)=CCC(C)(C)CNC(=O)NC1CCCCC1 | -10 | -1 | 18 | 0.3 | 3 | 0 | 19 | 10 | -14 |
| CC(C)CNC(=O)CC(c1ccccc1)c1c(O)ccc2ccccc12 (configuration not stated) | 0 | 21 | 11 | -1.0 | 2 | 0 | 11 | 12 | 31 |
| Nn1c(SCC(=O)N2CCc3ccccc3C2)nnc1-c1cccs1 | -2 | 3 | -10 | -1.8 | -3 | -1 | -2 | -5 | -4 |
| CC(C)C[C@@H](CN1C(N)=NC[C@@H]1C)NC(=O)CC12CC3CC(CC(C3)C1)C2 | -5 | -8 | 0 | 1.1 | -3 | -1 | -2 | 15 | 4 |
| CCCc1nc(N)c(C#N)c(N)c1C#N | -10 | 3 | -3 | -0.9 | -1 | 2 | -13 | 22 | 6 |
| Cc1ccc(C)c(OCC(=O)Nc2nonc2NC(=O)COc2cc(C)ccc2C)c1 | -2 | 20 | 13 | -0.1 | -7 | 0 | 33 | 45 | -7 |
| CC(=O)Nc1ccc2nc(NC(=O)c3cccs3)sc2c1 | 4 | 23 | 11 | 2.3 | -4 | -1 | 24 | -120 | 7 |
| COCCNC(=O)CNC(=S)N(CCCN1CCOCC1)Cc1cccs1 | 5 | -29 | 0 | 0.0 | -1 | -1 | 12 | -36 | -14 |
| COc1cc(OC)cc(-c2c(-c3ccc(F)cc3)c3cc(-c4cccc5[nH]ccc45)ccc3n2C)c1 | -5 | -13 | 4 | -0.5 | 0 | -2 | -3 | 37 | -1 |
| C=CCn1c(=O)c2ccc(C(=O)NCc3ccccc3)cc2n(Cc2ccc(Cl)cc2)c1=O | 2 | -3 | -11 | 4.1 | -3 | 24 | 3 | 46 | 10 |
| CS(=O)(=O)c1nncn1-c1ccccc1 | -1 | -5 | -9 | -0.2 | -4 | -2 | 2 | 7 | 5 |
| CN(CC(=O)Nc1cccc2ccccc12)C(=O)c1ccc(F)cc1F | 4 | 5 | 17 | -0.9 | 0 | -4 | 14 | -2 | -4 |
| COc1cccc(C(=O)NCC(=O)N2CCC3(CC2)NCCc2[nH]cnc23)c1 | 3 | 4 | -5 | -0.9 | 0 | -2 | 8 | 15 | 7 |
| CCOC(=O)C1CCCN(C(=O)COc2ccc(C(=O)c3ccc(F)cc3)cc2)C1 (configuration not stated) | 1 | -2 | 19 | 0.7 | -3 | -2 | 0 | -3 | 9 |
| Cc1cc(C)c(S(=O)(=O)Nc2nnc(C(C)C)s2)c(C)c1 | -12 | 10 | 28 | 2.1 | 0 | 0 | 19 | 6 | 13 |
| Cc1ccc(NC(=O)CN(c2ccc(Cl)cc2)S(=O)(=O)c2cc([N+](=O)[O-])ccc2Cl)cc1 | -1 | 8 | 8 | 2.3 | 3 | -3 | 24 | 47 | -38 |
| Cc1ccc2c(c1)N(CC(=O)N1CCCCC1)C(=O)C(C)O2 (configuration not stated) | 1 | -9 | 7 | 0.6 | -4 | 7 | -16 | 17 | 3 |
| Cc1cccc(S(=O)(=O)Nc2nc3ccccc3nc2NCc2ccco2)c1 | 7 | 14 | 36 | 0.5 | 5 | -3 | 40 | 19 | -12 |

One compound at a time, from the list above. Screens in order: CXCR6 block | TIM10 inh | tim23-1 inh | CHOP UPR activ | APJ agonist | XBP1 UPR activ | tim10-1 inh | Mdm2-MdmX inh | APJ antag
Shown for `COc1cccc(C(=O)NCC(=O)N2CCC3(CC2)NCCc2[nH]cnc23)c1` = 3 | 4 | -5 | -0.9 | 0 | -2 | 8 | 15 | 7
Shown for `Cc1ccc2c(c1)N(CC(=O)N1CCCCC1)C(=O)C(C)O2` (configuration not stated) = 1 | -9 | 7 | 0.6 | -4 | 7 | -16 | 17 | 3
